Screening data as filed in PubChem BioAssay.
B2AR arrestin = recruits beta-arrestin to the human beta2-adrenergic receptor; Potency, µM (top dose mostly 46.1 µM), inactives show at the highest dose activation, actives largely listed as activators; AID 492947; 330,000 compounds, 0.02% hits; P07550; beta-arrestin recruitment to beta2AR, cell-based reporter;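 further: potency means the concentration at half of the fitted maximal effect; 0% = DMSO controls and full agonism = EC100 isoproterenol or metaproterenol; nearly all actives have a fitted effect of over 65% in size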
KCNH2 3.1 block = inhibitors of human KCNH2 3.1 potassium channel isoform | U2OS KCNH2 3.1, thallium flux FluxOr; active compounds read low | activity change, % (tested at about 1.8 µM) | 340,000 compounds, 0.95% hits | AID 720553;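 active means maximum activity change below -70%; inconclusive means maximum activity change from -70% to -50%; inactive means maximum activity change above -50%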;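 further: thallium influx rate constant from kinetic fluorescence after stimulation buffer; on the % scale 0 is the no-effect control and ±100 the full control effect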
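Virally transduced U2OS (3.1 isoform, 4 h infection in dark at RT) → overnight 37 C → FluxOr + Red40 in HBSS/HEPES, 45 min → stimulation buffer, 2 min kinetic read → rate constant vs DMSO controls.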
GALK inhibitor = galactokinase (human) inhibition. P51570. Purified GALK, Kinase-Glo residual ATP luminescence. Potency, µM (top dose mostly 57.5 µM), inactives show at the top dose activity change, negative = inhibition, most hits filed as inhibitors. 270,000 compounds, 0.007% hits. AID 1868; further: potency means the concentration at half of the fitted maximal effect; on the % scale 0 is the no-effect control and ±100 the full control effect
Target sequence (P51570 whole entry, looked up): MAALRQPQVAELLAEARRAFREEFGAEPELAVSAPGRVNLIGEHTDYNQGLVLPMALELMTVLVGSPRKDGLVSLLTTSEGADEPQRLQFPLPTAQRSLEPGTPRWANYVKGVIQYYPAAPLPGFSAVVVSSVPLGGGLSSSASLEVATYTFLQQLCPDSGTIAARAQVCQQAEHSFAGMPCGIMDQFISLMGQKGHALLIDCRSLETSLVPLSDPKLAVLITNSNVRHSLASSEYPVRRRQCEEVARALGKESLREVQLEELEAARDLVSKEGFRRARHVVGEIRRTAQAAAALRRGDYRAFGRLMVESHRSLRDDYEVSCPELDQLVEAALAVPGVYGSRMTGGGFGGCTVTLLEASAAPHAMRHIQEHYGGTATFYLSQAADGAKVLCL
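Luminescence from leftover ATP (Ultra-Glo luciferase/luciferin) served as read-out after a 1 h room-temperature reaction of 5 nM GALK with 35 uM ATP and 100 uM galactose.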
hERG WT inh = inhibitors of human wildtype KCNH2 potassium channel; Q12809; U2OS, BacMam KCNH2, thallium flux FluxOr; active compounds read low; activity change, % at 1.84 µM; 340,000 compounds, 0.37% hits; AID 720551;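 active means maximum activity change below -70%; inconclusive means maximum activity change between -70% and -50%; inactive means maximum activity change above -50%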; further: on the % scale 0 is the no-effect control and ±100 the full control effect
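U2OS cells were transduced with wild-type KCNH2 virus (2.03 x 10^8 / mL) for 4 h at room temperature, then cultured overnight at 37 C. Thallium flux was read with FluxOr dye. Rate constants were normalized to DMSO controls.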
Coupling enz = coupling enzyme interference in Giardia aldolase counter-screen | coupling enzyme system counterscreen, AmpLite Red fluorescence | activity change, negative = inhibition, % at 58.2 µM, hits read low | 290,000 compounds, 0.67% hits; in the data active means activity change below about -30%; further: on the % scale 0 is the no-effect control and ±100 the full control effect
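Coupling enzymes only (glyceraldehyde-3-phosphate) + compound, at 57.5 uM final, 10 min RT; add substrate/coupling/AmpLite Red mix, 20 min RT; fluorescence ex 525/em 598 nm. Actives flag coupling-system interference.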
Menin MLL FP TR = displaces Texas Red mutant MLL peptide from human menin; Potency, µM (doses to about 61.6 µM), for inactives: at the highest dose FP activity change, negative = inhibition, hits mostly inhibitors; O00255; 270,000 compounds, 0.23% hits; Menin + Texas Red MLL mutant peptide, fluorescence polarization; AID 1768; active means well fitted inhibition curve with a large enough effect in the polarisation, with a control signal flat, not every such curve was filed as active; inconclusive means small, poorly fitted or top-dose-only effect, or effect the other way, or a change in a side signal; inactive means no such curve, though single readings can be large or run the other way; the % refers to the polarisation; further: potency means the concentration at half of the fitted maximal effect; % of control where 0% means no effect; many of its hits are not listed in these tables
Target sequence (O00255 whole entry, looked up): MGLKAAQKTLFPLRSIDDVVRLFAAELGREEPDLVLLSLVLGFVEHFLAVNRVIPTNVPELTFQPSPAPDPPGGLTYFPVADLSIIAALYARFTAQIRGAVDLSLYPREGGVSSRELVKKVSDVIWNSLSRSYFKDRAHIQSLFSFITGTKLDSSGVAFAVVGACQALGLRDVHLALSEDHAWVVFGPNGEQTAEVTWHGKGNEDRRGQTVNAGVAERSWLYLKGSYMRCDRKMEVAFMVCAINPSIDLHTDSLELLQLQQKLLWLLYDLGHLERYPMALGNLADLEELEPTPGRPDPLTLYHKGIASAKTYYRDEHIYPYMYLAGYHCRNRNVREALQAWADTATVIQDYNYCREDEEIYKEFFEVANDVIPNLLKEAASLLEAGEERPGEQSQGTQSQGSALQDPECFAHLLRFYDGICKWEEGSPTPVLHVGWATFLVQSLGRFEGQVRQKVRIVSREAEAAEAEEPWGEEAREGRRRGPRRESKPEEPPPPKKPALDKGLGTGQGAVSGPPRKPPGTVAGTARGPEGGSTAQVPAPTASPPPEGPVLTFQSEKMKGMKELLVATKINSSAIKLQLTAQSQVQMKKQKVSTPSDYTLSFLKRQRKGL
Giardia kill = Giardia lamblia killing. Giardia lamblia trophozoite viability. activity change, % at 7.66 µM, hits read low. 340,000 compounds, 0.15% hits. AID 540267; in the data active means activity change below about -80%; inconclusive means between about -30% and that limit;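 further: parasites exposed to compound for two days anaerobically before the ATP read; on the % scale 0 is the no-effect control and ±100 the full control effect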
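Media and compound were dispensed first, then trophozoites at 100 cells/well; plates sat 48 hrs at 37 deg C without oxygen before ATP luminescence reagent was added and read after 15-30 min at room temperature.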
TRPV1 agonist = agonists of human vanilloid receptor 1 (TRPV1); AID 540275; 320,000 compounds, 0.19% hits; Q8NER1; activation, % at 8.33 µM; TRPV1-expressing cells, Fluo-8 calcium influx, agonist mode; in the data active means activation above about 80%; inconclusive means between about 30% and that limit; further: 0% is about no effect
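TRPV1-expressing cells were cultured overnight at 35.5C and loaded with Fluo-8 calcium dye for 40 to 90 min at room temperature. After a 10 s baseline, compound was added and calcium influx was read kinetically for 3 min (ex 480/em 520 nm).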
CXXC DNA block = MLL CXXC-DNA interaction inhibition; MLL-CXXC / FITC-HOXA9 DNA fluorescence polarization; Potency, µM (titrated, usually from 115 µM), for inactives: at the highest dose activity change, negative = inhibition, hits mostly inhibitors; 290,000 compounds, 0.037% hits; AID 2662; active means well fitted inhibition curve with a large enough effect in the polarisation, with a control signal flat, not every such curve was filed as active; inconclusive means small, poorly fitted or top-dose-only effect, or effect the other way, or a change in a side signal; inactive means no such curve, though single readings can be large or run the other way; the % refers to the polarisation; further: potency means the concentration at half of the fitted maximal effect
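Purified MLL-CXXC (added from a 7 uM solution) was preincubated 5 min at ambient with pinned compounds in 50 mM Tris-HCl pH 7.5, 50 mM NaCl, 1 mM DTT, 0.05% BSA. Fluorescein-labeled HOX-A9 DNA (50 nM solution) followed, 30 min, then polarization read.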
PKM2 activator = increases activity of human pyruvate kinase M2 | AID 1631 | purified PKM2, Kinase-Glo ATP luminescence, activation; response scale: 0% is enzyme alone, no compound | Potency, µM (titrated, usually from 57.5 µM), inactives show at the top dose activation, most hits filed as activators | 260,000 compounds, 0.34% hits; further: potency means the concentration at half of the fitted maximal effect; on the % scale 0 is the no-effect control and ±100 the full control effect; nearly all actives have a fitted effect of over 55% in size
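Purified hPK-M2 (>95% pure) converted ADP (0.1 mM final) to ATP with 0.5 mM PEP in 50 mM imidazole pH7.2, KCl, MgCl2, Tween 20, BSA; 1 h at room temperature. ATP detected by Kinase-Glo luminescence.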
USP2a block = inhibitors of human ubiquitin-specific protease USP2a; O75604; USP2 core, Ub-CHOP2 coupled fluorogenic reporter, 485/531; Potency, µM (top dose mostly 38.3 µM), for the others: at the top dose activity change, negative = inhibition, hits mostly inhibitors; 330,000 compounds, 0.01% hits;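 further: potency means the concentration at half of the fitted maximal effect; plate controls were DMSO wells for no effect and full inhibition by NEM control for full effect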
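Cell-free coupled assay: 10nM USP2 core preincubated 30min RT with compound in Tris-HCl pH 8.0/CaCl2/CHAPS buffer, then 25nM Ub-CHOP2 and 25nM reporter substrate; fluorescence (Ex 485/Em 531) read after 60min RT, normalized to NEM inhibition, concentration-response curves fitted.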
An asterisk follows results filed as active; ? = inconclusive; nt = no result given; [ ] = another dose, or the depositor's remark. Unless noted, the call rests on the fitted dose curve; in most records, active means well fitted curve in the direction sought with a large enough effect; inconclusive means small, poorly fitted or top-dose-only effect, or another doubt; inactive means no such curve, though single readings can be large; an effect the other way counts as inactive or inconclusive. Some of the compounds tested; the hit share may differ from the screen's.

mol	B2AR arrestin	KCNH2 3.1 block	GALK inhibitor	hERG WT inh	Coupling enz	Menin MLL FP TR	Giardia kill	TRPV1 agonist	CXXC DNA block	PKM2 activator	USP2a block
CCOc1ccccc1NC(=O)Nn1cnnc1	0.0%	-4	-4%	-7	nt	nt	-21	1	5%	3%	-1%
CCCCCCNC(=O)N[C@@H](C(=O)NCCC[C@H]1CN2C(=NC[C@@H]2Cc2ccccc2)N1CCc1cccc(OC)c1)C(C)C	0.2%	12	4%	1	3	nt	-8	6	5%	-23%	-1%
c1ccc(CSc2ncccn2)cc1	0.1%	-4	2%	-6	1	18%	1	-2	-2%	-4%	2%
COc1ccc(Cl)cc1NC(=O)Cn1cccc1	-0.3%	-3	4%	10	0	-2%	12	16	-8%	-2%	-1%
Cc1nn(CC(=O)NC2CCS(=O)(=O)C2)c(C)c1S(=O)(=O)N(C)C (stereo unspecified)	0.2%	-14	nt	0	nt	nt	14	1	nt	nt	1%
CC[C@@H]1C(c2ccccc2)=NN(c2ccc(Br)cc2)[C@H]1C(=O)N1CCOC1=O	-0.1%	-15	nt	-1	-8	?	?	nt	nt	nt	-3%
Cc1onc(-c2ccccc2Cl)c1C(=O)O/N=C(\N)c1ccc([N+](=O)[O-])o1	0.1%	1	4%	-1	2	nt	?	2	0%	-5%	-7%
CC(C(=O)O)n1nc(-c2ccccc2)c2ccccc21 (stereo unspecified)	-0.9%	-4	nt	-2	12	-8%	-6	0	43%[activator]	nt	-1%
Cc1sc2ncnc(N3CCCC(C)C3)c2c1C (stereo unspecified)	-0.1%	8	6%	1	5	-20%	38[activator]	25	11%	9%	0%
COc1ccc(Br)cc1CN1CCN(C(=O)c2ccc(OC)c(OC)c2)CC1	0.1%	14	-2%	14	3	-15%	-6	3	-7%	4%	2%
COc1cccc(-c2noc(Cn3nc(C(=O)O)c4ccccc4c3=O)n2)c1	-0.6%	14	-1%	3	-2	-1%	-19	1	-4%	0%	2%
CCc1nc2c(c(=O)c3ccccc3n2C)c(=O)n1-c1ccc(F)cc1	2.4%	-41	1%	25	-5	-9%	-8	-3	11%	-9%	4%
CCN(Cc1ccccc1)C(=O)COC(=O)Cc1c[nH]c2ccccc12	-0.3%	-5	nt	6	nt	nt	-8	24	nt	nt	0%
Nc1cc(Cl)ccc1Oc1ccccc1	0.0%	-3	-1%	4	-1	2%	0	3	14%	-1%	-1%
COc1ccc(COC(=O)c2ccc(S(=O)(=O)N3CCCCC3)cc2)cc1OC	-0.1%	4	nt	4	nt	nt	1	20	nt	nt	0%
O=S(=O)(c1ccc(C(F)(F)F)cc1)N1CCN(CCc2ccccc2)CC1	-0.9%	5	10%	5	0	-18%	29	3	1%	nt	-2%
O=C(Nc1ccc2c(c1)OCO2)c1cc(C2CC2)on1	0.3%	-2	1%	-9	0	11%	4	?	-5%	3%	2%
CCOc1ccc(C(=O)NCC(=O)NC(C)CCc2ccccc2)cc1OCC (stereo unspecified)	-0.8%	8	-11%	18	nt	nt	-2	-2	8%	nt	3%
CC1CCN(C(=O)c2ccccc2NC(=O)c2cccc(S(=O)(=O)N(C)C)c2)CC1	-0.2%	-9	-1%	-15	nt	nt	-15	-1	13%	-3%	1%
COc1ccc(NC(=O)Cc2ccc(Cl)cc2)cc1S(=O)(=O)N1CCCCC1	0.7%	-18	nt	5	nt	nt	17	24	nt	nt	0%
Cc1cccc(NC(=S)NC(=O)/C=C/c2ccco2)c1	0.1%	4	-1%	13	-3	?	5	4	-11%	3%	1%
O=C(N/N=C/c1ccccc1)C(=O)N/N=C/c1ccccc1	-0.4%	-4	-3%	2	0	?	5	-1	1%	-10%	0%
CCN(CC)S(=O)(=O)c1cc(NC(=O)COC(=O)c2sc3ccccc3c2Cl)ccc1C	-0.2%	4	-2%	7	0	0%	8	3	3%	-3%	-4%
Cc1ccc(CNC(=O)CN(C)S(=O)(=O)c2cccs2)cc1	0.2%	-5	-1%	2	-1	-3%	-2	5	4%	5%	0%
COc1cccc(N2CCN(C(=S)NCc3ccco3)CC2)c1	0.0%	-4	-1%	-5	3	14%	-3	27	2%	7%	-2%

Compound profiles, as listed above. Values in the order: B2AR arrestin	KCNH2 3.1 block	GALK inhibitor	hERG WT inh	Coupling enz	Menin MLL FP TR	Giardia kill	TRPV1 agonist	CXXC DNA block	PKM2 activator	USP2a block
`CC(C(=O)O)n1nc(-c2ccccc2)c2ccccc21` (stereo unspecified) across the screens: -0.9%	-4	nt	-2	12	-8%	-6	0	43%[activator]	nt	-1%
`COc1ccc(COC(=O)c2ccc(S(=O)(=O)N3CCCCC3)cc2)cc1OC` across the screens: -0.1%	4	nt	4	nt	nt	1	20	nt	nt	0%

New compounds follow:
mol	B2AR arrestin	KCNH2 3.1 block	GALK inhibitor	hERG WT inh	Coupling enz	Menin MLL FP TR	Giardia kill	TRPV1 agonist	CXXC DNA block	PKM2 activator	USP2a block
COc1ccccc1NC(=O)CN1C(=O)CCS(=O)(=O)c2ccccc21	-0.4%	3	-5%	-17	-9	4%	6	-3	-3%	25%	3%
Cc1nnc(SCC(=O)N(CC(C)C)C2CCS(=O)(=O)C2)n1N (stereo unspecified)	-0.2%	-2	nt	-3	nt	nt	9	0	nt	nt	1%
Cc1ccc(-c2cc(C(F)F)nc(NCc3cccnc3)n2)cc1	-0.7%	-25	-3%	0	-1	12%	-3	16	3%	-8%	3%
Cc1cccc(NC(=O)c2cccc(OC(=S)N3CCOCC3)c2)c1	0.5%	-1	-2%	23	-1	8%	10	?	9%	nt	1%
COc1ccc(C2N3CC4(C)CN2CC(C)(C3)C4=O)cc1OC (stereo unspecified)	0.2%	10	1%	5	-3	7%	13	-1	2%	-1%	-1%
CC1=CC(c2ccccc2)n2nc(N3C(=O)C4CC=CCC4C3=O)nc2N1 (stereo unspecified)	-0.8%	28	7%	-3	2	2%	5	2	-9%	5%	6%
COc1cccc(-c2cc(C(=O)Nc3cccnc3)c3ccccc3n2)c1	0.5%	-16	2%	0	-2	34%[activator]	-2	7	16%	2%	-1%
Cc1cccc(OCC(=O)Nc2ccc(S(=O)(=O)Nc3cc(C)nc(C)n3)cc2)c1	0.1%	-9	9%	0	7	18%	-26	-3	-10%	-3%	-2%
CCOC(=O)c1nn(-c2ccc(F)cc2)c(=O)cc1OCC(=O)N1CCN(c2ccccc2)CC1	0.2%	33	nt	7	nt	nt	0	-8	nt	nt	2%
Cc1ccc(C(=O)OCc2c(C)noc2C)cc1NC(=O)c1ccco1	0.1%	12	1%	4	2	-17%	9	4	-4%	-3%	1%
N#Cc1ccc(-n2c(-c3ccccc3)nnc2-c2ccccc2)cc1C#N	3.0%	-12	2%	6	-4	0%	12	-1	-1%	0%	1%
O=C(C1CCCO1)N1CCC(O)(c2ccccc2)CC1 (stereo unspecified)	-0.2%	7	4%	-1	2	0%	-5	0	-5%	4%	6%
COc1cc(NC(=O)c2ccc3c(SCC(=O)O)c4c(nc3c2)CCCC4)cc(OC)c1OC	0.0%	-77*	-5%	nt	2	23%	?	1	3%	18%	3%
Cc1ccc(-n2nnnc2SCC(=O)c2c(N)n(C3CC3)c(=O)[nH]c2=O)c(C)c1	0.0%	7	nt	17	nt	nt	30[activator]	16	nt	nt	1%
COc1ccc(-c2noc(CSc3nc(N)c(-c4ccccc4)c(=O)[nH]3)n2)cc1OC	-0.9%	-3	0%	-3	7	6%	23	-2	11%	5%	-1%
O=C(Nc1ccccc1O)c1nc(Cl)ccc1Cl	0.0%	9	0%	-3	0	?	4	1	8%	1%	-2%

As entered above:
Cc1ccc(-n2nnnc2SCC(=O)c2c(N)n(C3CC3)c(=O)[nH]c2=O)c(C)c1 | hERG WT inh = 17
Cc1cccc(NC(=O)c2cccc(OC(=S)N3CCOCC3)c2)c1 | CXXC DNA block = 9%
COc1ccc(C2N3CC4(C)CN2CC(C)(C3)C4=O)cc1OC (stereo unspecified) | Coupling enz = -3
CCOC(=O)c1nn(-c2ccc(F)cc2)c(=O)cc1OCC(=O)N1CCN(c2ccccc2)CC1 | B2AR arrestin = 0.2%
